GLP-1R agonist = qHTS of GLP-1 Receptor Agonists; Glucagon-like peptide 1 receptor (Homo sapiens), P43220; hit rate 0.007% among 380,000; Potency, µM (titrated, usually from 45.6 µM), for the others: at the top dose activation, usual class: activators; HEK293 GLP-1R CRE-luciferase, luminescence, 4-6 h; cells express a hypersensitive GLP-1R form; also: potency is read from the fitted curve at half-maximal effect; % of control where 0% means no effect
Target sequence (P43220 whole entry, looked up): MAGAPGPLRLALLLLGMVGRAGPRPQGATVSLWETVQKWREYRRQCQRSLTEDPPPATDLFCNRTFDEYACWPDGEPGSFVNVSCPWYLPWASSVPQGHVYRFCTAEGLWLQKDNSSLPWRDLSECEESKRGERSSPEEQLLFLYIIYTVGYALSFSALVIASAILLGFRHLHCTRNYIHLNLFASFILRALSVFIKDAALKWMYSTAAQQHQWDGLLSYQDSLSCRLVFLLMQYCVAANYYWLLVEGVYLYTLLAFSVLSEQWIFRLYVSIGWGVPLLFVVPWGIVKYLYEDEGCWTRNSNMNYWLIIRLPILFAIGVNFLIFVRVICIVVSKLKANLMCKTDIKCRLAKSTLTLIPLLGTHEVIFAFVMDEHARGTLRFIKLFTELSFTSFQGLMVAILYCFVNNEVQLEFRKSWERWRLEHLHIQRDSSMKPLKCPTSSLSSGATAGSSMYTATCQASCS
GLP1R inv ag = qHTS of GLP-1 Receptor Inverse Agonists (Inhibition Mode); AID 624417, 2012; Potency, µM (titrated, usually from 38.3 µM), for inactives: at the top dose activity change, negative = inhibition, usual class: inhibitors; Glucagon-like peptide 1 receptor (Homo sapiens), P43220; hit rate 1.6% among 410,000; HEK293 GLP-1R CRE-luciferase, luminescence, 24 h; GLP-1R form is constitutively active; also: potency is read from the fitted curve at half-maximal effect; % is scaled to controls: 0 for no effect and ±100 for the full control effect; nearly all actives have a fitted effect of over 55% in size
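Cells are plated, allowed 12 hours at 37 deg C, then treated with compounds for 24 hr before luciferase detection reagent is added and luminescence is read after 12 min at room temperature. The HEK293 line carries constitutively active GLP-1R with a cAMP-responsive reporter.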
EPAC1 antag = qHTS for Antagonist of cAMP-regulated guanine nucleotide exchange factor 3 (EPAC1): primary screen. Rap guanine nucleotide exchange factor 3 (Homo sapiens), O95398. EPAC1 GEF assay, Rap1b-BODIPY-GDP exchange fluorescence. Potency, µM (highest dose often 115 µM), for inactives: at the top dose activity change, negative = inhibition, actives largely listed as inhibitors. hit rate 0.14% among 360,000. AID 720709, 2013;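 also: potency is read from the fitted curve at half-maximal effect; plate controls were vehicle for no effect and positive control for full effect; nearly all actives have a fitted effect of over 50% in size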
IL2 activator = qHTS of IL-2 Activators; IL-2 activation reporter assay, cell-based qHTS; stimulated with anti-CD3/CD4/CD28 beads; in transgenic mouse T cells; activation, % (series mostly up to about 46 µM); hit rate 0.065% among 360,000; AID 652025, 2013; in the data active = activation above about 50%; inconclusive = mostly about 30% to 49%; also: 0% is about no effect
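Quantitative HTS in unstimulated transgenic mouse T cells, with memory T cells as non-tolerant control and PMA/ionomycin as tolerance-bypass control. Compound pretreatment lasted 60 minutes before 18 h bead stimulation; EGFP/DsRed fluorescence read.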
PI5P4Ka inh = qHTS for Inhibitors of phosphatidylinositol 5-phosphate 4-kinase (PI5P4K) | AID 652105, 2013 | Phosphatidylinositol 5-phosphate 4-kinase type-2 alpha (Homo sapiens), P48426 | max response, % | hit rate 1.2% among 330,000 | PI5P4Kalpha enzyme, ADP-Glo luminescence, 60 min; stronger effect = lower value; active = max response of -50% or lower; inconclusive = between -30% and -50%; inactive = -30% or higher; also: value at the top dose of about 77 µM; % is scaled to controls: 0 for no effect and ±100 for the full control effect
Target sequence (P48426 whole entry, looked up): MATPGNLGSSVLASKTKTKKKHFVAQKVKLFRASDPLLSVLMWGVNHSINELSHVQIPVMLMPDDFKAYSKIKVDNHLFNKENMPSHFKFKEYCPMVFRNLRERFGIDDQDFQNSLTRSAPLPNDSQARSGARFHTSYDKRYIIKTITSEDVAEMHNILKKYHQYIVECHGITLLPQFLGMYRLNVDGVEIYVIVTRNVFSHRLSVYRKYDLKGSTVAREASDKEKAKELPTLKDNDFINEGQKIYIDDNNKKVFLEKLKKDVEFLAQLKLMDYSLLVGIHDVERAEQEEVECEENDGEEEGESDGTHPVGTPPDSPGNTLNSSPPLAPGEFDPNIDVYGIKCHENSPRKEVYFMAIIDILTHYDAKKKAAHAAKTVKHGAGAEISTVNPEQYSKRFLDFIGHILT
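ADP-Glo luminescence end-point after a 60 min room-temperature kinase reaction. PI5P4Kalpha and substrate in HEPES pH 7.4 buffer with EGTA, 0.1% CHAPS and 5% DMSO; ATP at 5 microM final.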
PLK1 PBD inh = qHTS for Inhibitors of PLK1-PDB (polo-like kinase 1 - polo-box domain): Primary Screen; Serine/threonine-protein kinase PLK1 (Homo sapiens), P53350; Plk1 PBD binding of FITC phosphopeptide, fluorescence polarization; Potency, µM, for the others: max response, negative = inhibition, actives largely listed as inhibitors; hit rate 2.8% among 360,000; AID 720504, 2013; also: potency is read from the fitted curve at half-maximal effect; series mostly up to about 57 µM; % is scaled to controls: 0 for no effect and ±100 for the full control effect; nearly all actives have a fitted effect of over 65% in size
GLP1R cytotox = qHTS of GLP-1 Receptor Inverse Agonists: Cytotox Screen. HEK293 cAMP-luciferase reporter cells, luminescence, 24 h. Potency, µM (series often up to 38.3 µM), for the others: at the top dose activity change, negative = inhibition, hits mostly inhibitors. hit rate 0.13% among 410,000;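 also: loss of luciferase light is scored as toxicity; potency is read from the fitted curve at half-maximal effect; % is scaled to controls: 0 for no effect and ±100 for the full control effect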
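A 23 nL compound transfer followed 12 hours of cell culture at 37 deg C; exposure then lasted 24 hr. Luciferase assay detection reagent was dispensed and plates read for luminescence after a 12 min room-temperature wait.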
EPAC1 ag = qHTS for Agonist of cAMP-regulated guanine nucleotide exchange factor 3 (EPAC1): primary screen; AID 720707, 2013; EPAC1 agonist qHTS, biochemical assay; response scale: 100% = response to 6.5 mM cAMP; hit rate 0.073% among 360,000; Rap guanine nucleotide exchange factor 3 (Homo sapiens), O95398; Potency, µM (top dose mostly 154 µM), inactives show top-dose activation, hits mostly activators; also: potency is read from the fitted curve at half-maximal effect; nearly all actives have a fitted effect of over 60% in size
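Multi-concentration qHTS readout: loss of Rap1B-bound BODIPY-GDP fluorescence driven by 100 nM EPAC1 with excess GDP (50 uM), monitored kinetically at room temperature; agonist response expressed relative to 6.5 mM cAMP.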
PTHR1 ag = qHTS for PTHR1 Agonists: Primary Screen; Parathyroid hormone/parathyroid hormone-related peptide receptor (Homo sapiens), Q03431; HEK293 GP2 PTHR1 cells, GloSensor cAMP luminescence, 1 h; Potency, µM (series often up to 115 µM), for inactives: at the highest dose activation, usual class: activators; hit rate 0.075% among 410,000; AID 743266, 2014; also: potency is read from the fitted curve at half-maximal effect; nearly all actives have a fitted effect of over 55% in size; some results filed as inactive show a strong effect at the top dose; inactives centre near -15; many of its hits are not listed in these tables
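HEK-293-derived GP2 cells expressing PTHR1 and a GloSensor cAMP reporter, 3,000/well, plated overnight, given luciferin plus IBMX (each 0.5 mM as added) for 1 h at 37 °C, then compound for 1 h at 37 °C. Luminescence was read after 15 min at room temperature.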
Numbers without * were called inactive; i = inactive; ? = inconclusive; · = not tested or not shown; & = joins results of further samples; [ ] = another dose, or the depositor's remark. Unless noted, calls follow the shape of the dose curve; as a rule, active = well fitted curve in the direction sought with a large enough effect; inconclusive = small, poorly fitted or top-dose-only effect, or another doubt; inactive = no such curve, though single readings can be large; an effect the other way counts as inactive or inconclusive.

SMILES	GLP-1R agonist	GLP1R inv ag	EPAC1 antag	IL2 activator	PI5P4Ka inh	PLK1 PBD inh	GLP1R cytotox	EPAC1 ag	PTHR1 ag
CN1CCN(c2ccccc2NC(=O)c2ccc3c(c2)OCCO3)CC1	7%	-4%	5%	1.3	-4	-16%	-2%	-3%	-2%
CCCOC(=O)c1c(NC(=O)CCC(=O)O)sc2c1CCCCC2	3%	13%	-7%	-0.3	0	-14%	-11%	6%	i
Cc1sc(NC(=O)COc2ccccc2)c(C#N)c1C	20%	10%	-1%	-0.4	-10	7.5µM*	-12%	1%	-17%
CCCN(CCC)CCNC(=O)C(NS(=O)(=O)c1ccc2c(c1)CCC(=O)N2)c1ccccc1 (configuration not stated)	-1%	0%	12%	-0.8	·	-10%	6%	-3%	i
Oc1ccccc1C1=NOC(O)(C(F)F)C1 (configuration not stated)	-7%	4%	-17%	-0.4	2	-5%	8%	-3%	i
Nc1cc(Br)c(N)c(Br)c1	-7%	-8%	-7%	0.7	11	3%	2%	12%	-13%[57.5 µM]
COC(=O)C[C@H]1CC[C@@H](NC(=O)C2CC2)[C@@H](CO)O1	·	8%	3%	-0.3	-2	-15%	2%	11%	-23%
Cc1nn(-c2ccc(Cl)nn2)c(=O)c2ccccc12	6%	-2%	2%	-5.0	-10	-18%	-5%	8%	-8%
O=C(Nc1ccc2c(c1)OCCO2)C1CCCN(c2ncccn2)C1 (configuration not stated)	-7%	0%	2%	-3.8	-1	-1%	-4%	-2%	-15%[57.5 µM]
COc1cc(OC)cc(-c2nnc(NC(=O)Cc3ccc(F)cc3)o2)c1	-1%	-12%	-9%	?	5	8%	4%	3%	-22%
CN1CCN(CC(=O)Nc2ccccc2[N+](=O)[O-])CC1	-2%	-15%	2%	-0.2	5	-12%	-6%	-2%	-25%
Clc1nc(NCCN2CCOCC2)nc(NCc2ccccc2)n1	10%	9%	-9%	-2.6	1	-4%	-17%	9%	-19%
CC(NC(=O)COc1ccc(Br)cc1)C(=O)O (configuration not stated)	0%	0%	10%	-2.1	·	-1%	2%	-4%	-4%[57.5 µM]
COc1ccc(NC(=O)C(C)N2C(=O)c3ccccc3C2=O)cc1S(=O)(=O)N1CCOCC1 (configuration not stated)	3%	1%	-12%	-0.1	7	6%	-3%	-3%	i
COc1cccc(CNC(=O)c2cc(C)nc3ccccc23)c1	12%	-12%	-3%	6.1	2	2%	2%	-6%	i
Cc1occc1-c1nnc(SCC(=O)N2CCCCC2)n1C	6%	23%	-20%	-3.5	0	-3%	-10%	5%	i
Cc1nc2ccccn2c1C(=O)NNC(=O)Nc1cccc(C(F)(F)F)c1	3%	-11%	10%	0.7	1	-10%	-4%	-1%	-23%
C/C(=C\c1ccccc1)CN1CCN(C(C)C)C(CCO)C1 (configuration not stated)	-5%	-13%	-25%	1.2	0	-1%	10%	5%	i
Cc1ccc(NC(=O)CNC(=O)c2ccccc2F)cc1Cl	-5%	-21%	-10%	-1.9	·	-9%	1%	10%	i
CCOc1ccc(S(=O)(=O)N2CCC(C(=O)OC(C)C(=O)N3CCOCC3)CC2)cc1 (configuration not stated)	-17%	5%	-3%	-5.9	-3	-1%	-7%	-4%	-6%
N/C(=N\OC(=O)c1cnn(-c2ccccc2)c1C(F)(F)F)c1cc(C(F)(F)F)cc(C(F)(F)F)c1	1%	?	-18%	-4.1	10	-2%	14%	-18%	-25%
OCCCNC(=S)Nc1ccc(Br)cc1Cl	-1%	-12%	20%	-2.1	0	-23%	11%	0%	17%
COC(CN1C(=O)C(=O)/C(=C(/O)c2ccccc2)C1c1ccccn1)OC (configuration not stated)	-2%	1%	17%	-0.2	-5	-1%	-32%	-8%	-1%
CCCCn1c(SCC(=O)c2ccc(O)c(O)c2)nc2ccsc2c1=O	35%	0%	?	1.1	-23	-3%	-24%	-2%	-38%[inhibitor]
CC(=O)N1CCOc2ccc(S(=O)(=O)N3CCC(C(=O)Nc4ccc(F)cc4)CC3)cc21	-3%	-19%	3%	0.1	1	0%	-14%	3%	-25%
Following part
SMILES	GLP-1R agonist	GLP1R inv ag	EPAC1 antag	IL2 activator	PI5P4Ka inh	PLK1 PBD inh	GLP1R cytotox	EPAC1 ag	PTHR1 ag
CC(C)CCNC(=O)C1C2C=CC3(CN(Cc4ccccc4Cl)C(=O)C13)O2 (configuration not stated)	-3%	11%	16%	-1.0	4	5%	-6%	-19%	-22%
COc1ccc(CCNC(=O)CCn2c(SCC(=O)N3CCCC3)nc3ccccc3c2=O)cc1OC	8%	4%	-1%	-0.4	1	-6%	1%	5%	-14%
Cc1ccc(NC(=O)CS(=O)(=O)c2c[nH]c3ccccc23)c(C)c1	-4%	?	0%	-0.6	-1	-10%	-20%	5%	-15%
O=C(/C=C/[C@H]1O[C@@H](n2ccc(=O)[nH]c2=O)[C@H](O)[C@@H]1O)NCc1ccccc1	11%	1%	0%	-0.9	-1	-7%	3%	7%	6%
OCCNCCCCOc1ccc(OCc2ccccc2)cc1	4%	?	-25%	-4.0	18	7%	?	-2%	i
O=[N+]([O-])c1cccc(/C=N/Nc2nc(N3CCOCC3)nc(N3CCOCC3)n2)c1	-11%	-6%	1%	-1.8	3	-4%	19%	2%	i
O=C(Cn1cc2c(n1)CCCC2)N1CCCc2ccccc21	-1%	?	-26%	2.1	-1	-29%	-21%	-10%	-19%
O=C(NC1CCCC1)c1ccc(CS(=O)(=O)c2ccc(Br)cc2)o1	-1%	4%	-10%	-3.1	5	-7%	-18%	-5%	-78%[inhibitor]
CC(C)CN(CC(C)C)C(=O)COc1ccccc1C(N)=O	7%	14%	7%	1.0	0	-3%	-7%	11%	i
Cc1cnc(C(=O)N2CCCC(N3CCN(c4ccccc4F)CC3)C2)cn1 (configuration not stated)	-2%	7%	-6%	-0.7	0	-11%	12%	0%	i
O=C(C1CC1)N1N=C(c2ccc(Br)cc2)CC1(O)C(F)(F)F (configuration not stated)	-1%	?	-9%	0.0	-11	-5%	-4%	-5%	-22%
NCC1CCC(C(=O)Oc2ccc(CCC(=O)O)cc2)CC1 (configuration not stated)	11%&6%	10%	1%	-0.6	0	2%	5%	-27%	-19%
COc1ccc(OC)c(S(=O)(=O)N2CCCc3ccccc32)c1	-5%	?	5%	1.3	6	0%	2%	0%	i
O=C(CSc1nncs1)N1c2ccccc2Sc2ccccc21	6%	?	-9%	-4.8	·	-8%	1%	12%	28%[57.5 µM]
COc1ccc(NS(=O)(=O)c2cc(NC(=O)c3ccc(=O)[nH]c3)ccc2N2CCCC2)cc1	22%	-19%	2%	-0.8	-24	-6%	-27%	12%	i
O=C(c1ccco1)N(CCC(c1ccccc1)c1ccco1)Cc1ccc(F)cc1 (configuration not stated)	?	0%	-13%	-2.5	·	-10%	8%	14%	?
CC1CCCCN1C(=O)C1COc2ccccc2O1 (configuration not stated)	5%	-11%	-2%	0.9	15	-4%	13%	2%	0%
CCCCn1c(N)c(N(CCC(C)C)C(=O)CC2OC(=O)c3ccccc32)c(=O)[nH]c1=O (configuration not stated)	-4%	13%	10%	4.8	0	-1%	-4%	-6%	i
COC(=O)[C@]1(CC(C)C)N[C@H](c2ccc(-c3ccc(OC)cc3)cc2)[C@@H]2C(=O)N(C)C(=O)[C@@H]21	-5%	?	-14%	-0.2	9	-13%	-15%	1%	-30%
Cc1ccc(Cn2ccc(NC(=O)CCSc3nc(-c4ccco4)cc(C(F)(F)F)n3)n2)cc1	-2%	?	1%	-0.5	0	-10%	-17%	7%	-3%[57.5 µM]
CCCCN(C=O)c1c(CC)nc2ccc(C(=O)N3CCN(S(=O)(=O)CC)CC3)cn12	-2%	26%	18%	0.5	1	-3%	2%	0%	-13%

An excerpt, so the mix of outcomes need not match the whole.
